# PPARg SRC1 recr – PPARgamma agonists recruiting SRC-1 coactivator, primary screen, biochemical; 200,000 compounds, 0.41% hits; activation, % at 8 µM; Peroxisome proliferator-activated receptor gamma (Homo sapiens), P37231; PPARgamma-SRC-1 coactivator recruitment biochemical assay; in the data active = activation above about 19%;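 note: 0% = DMSO and 100% = reference agonist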
# Lmaj promast – Leishmania major promastigote growth inhibition, primary screen; Leishmania major promastigotes, resazurin fluorescence viability; inhibition, % at 10 µM; 200,000 compounds, 9% hits; in the data active = inhibition above about 50%;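 note: promastigotes grown with compound for 44 hours at 28 °C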
# SRC2 TRFRET art – TR-FRET signal artefacts, primary screen, artefact control for PPARgamma SRC-2 agonist project, biochemical; TR-FRET artefact counter-screen; hits give high values; TR-FRET ratio at 8 µM; AID 1049, 2008; 200,000 compounds, 0.4% hits; in the data active = TR-FRET ratio above about 2000; note: inactives centre near 1500
# S1P3 antag – S1P3 receptor antagonists, primary screen, cell-based; CHO S1P3 NFAT-BLA reporter, FRET fluorescence, antagonist mode; inhibition, % at 4.98 µM; 170,000 compounds, 0.27% hits;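 active = inhibition above the plate cutoff, the mean inhibition of test wells on that plate plus 3 SD, cut at about 28% in these data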;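 note: cells challenged with S1P at its EC80 of 0.8 µM; blue over green emission ratio from cleaved BLA substrate after 4 h stimulation; 0% = S1P-stimulated wells and 100% = unstimulated DMSO-only wells; some compounds past the cut are filed as inactive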
# Target sequence (Q99500 whole entry, looked up): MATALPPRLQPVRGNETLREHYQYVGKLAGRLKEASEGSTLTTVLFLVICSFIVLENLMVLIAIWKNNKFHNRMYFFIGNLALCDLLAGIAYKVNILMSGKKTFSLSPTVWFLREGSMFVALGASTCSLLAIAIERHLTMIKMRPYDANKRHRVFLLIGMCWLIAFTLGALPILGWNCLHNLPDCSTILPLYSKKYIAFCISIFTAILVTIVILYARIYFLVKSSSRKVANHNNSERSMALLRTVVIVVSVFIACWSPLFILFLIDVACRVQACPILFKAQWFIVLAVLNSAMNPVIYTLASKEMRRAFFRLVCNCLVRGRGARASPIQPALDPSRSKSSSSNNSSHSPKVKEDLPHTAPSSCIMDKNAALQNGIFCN
# RAM network inh – inhibitors of the yeast RAM network, primary screen, dse1pr::URA3 reporter, 5-FOA selection; 190,000 compounds, 1.8% hits; inhibition, % at 50 µM; S. cerevisiae dse1pr::URA3 reporter, 5-FOA growth OD615, 2 d; analog-sensitive cbk1-as2 kinase mutant strain; AID 868, 2007;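 active = inhibition above a set limit, 3 SD over mean compound inhibition, cut at about 8.4% in these data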;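 note: 0% = DMSO-only wells with no growth and 100% = 10 µM 1-NA-PP1 full growth; inhibition rescues growth on 5-FOA so higher OD means more RAM inhibition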
# Redox H2O2 prof – compounds producing H2O2 with reducing agent – biochemical, NIH compound library profiling, artefact control for MLSCN library redox annotation, primary screen | AID 878, 2007 | DTT-dependent redox cycling H2O2, phenol red/HRP absorbance; 100% = 100 µM peroxide control, 0% = buffer | 200,000 compounds, 0.03% hits | activation, % at 10 µM;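 active = activation of at least 50% relative to the plate's high and low controls in the primary single-dose screen; inactive = activation below 50%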;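 note: compound incubated with DTT at 0.8 mM final as the reducing agent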
# PPARg SRC3 recr – PPARgamma agonists recruiting SRC-3 coactivator, primary screen, biochemical. biochemical PPARgamma/SRC-3 coactivator recruitment assay. 200,000 compounds, 0.26% hits. AID 731, 2007. activation, % at 8 µM; in the data active = activation above about 23%;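 note: 0% = DMSO and 100% = reference agonist; some compounds past the cut are filed as inactive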
# ROMK mod – ROMK potassium channel modulators, primary screen, cell-based, thallium flux, MLSMR library; ATP-sensitive inward rectifier potassium channel 1 (Homo sapiens), P48048; Tet-inducible ROMK, thallium flux fluorescence; actives lie on both sides; B-score at 10 µM; 130,000 compounds, 2% hits;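 active = signal ratio slope over the read window, or its plate-corrected B-score, at least 3 SD from the plate mean, either direction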;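 note: B-score of the F/F0 ratio slope over 7 to 12 s after thallium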
# Target sequence (P48048 whole entry, looked up): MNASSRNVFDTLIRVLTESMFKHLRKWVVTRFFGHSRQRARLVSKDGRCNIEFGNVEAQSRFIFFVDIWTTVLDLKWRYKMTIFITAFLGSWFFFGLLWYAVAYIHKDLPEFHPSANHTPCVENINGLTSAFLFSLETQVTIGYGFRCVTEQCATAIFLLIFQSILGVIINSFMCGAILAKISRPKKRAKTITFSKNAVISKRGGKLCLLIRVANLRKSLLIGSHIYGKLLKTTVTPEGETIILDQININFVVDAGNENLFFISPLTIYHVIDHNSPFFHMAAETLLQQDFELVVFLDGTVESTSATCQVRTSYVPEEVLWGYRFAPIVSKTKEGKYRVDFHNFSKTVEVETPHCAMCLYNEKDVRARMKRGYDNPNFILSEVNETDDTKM
# bIAP inhibitor – bovine intestinal alkaline phosphatase inhibitors, primary screen, selectivity assay for TNAP inhibitor project, biochemical, bovine IAP, CDP-star luminescence. purified bovine IAP, 30 min. 190,000 tested, under 10 active. inhibition, % at 20 µM. alkaline phosphatase, intestinal [Bos taurus]. AID 1019, 2008;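 active = over 50% inhibition of intestinal alkaline phosphatase at 20 µM in the single-dose screen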
#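 test system = bovine IAP enzyme | medium = DEA buffer 100 mM, pH 9.8, with MgCl2 1.0 mM, ZnCl2 0.02 mM | detection = luminescence | dosing = single compound dose of 20 µM, 2% DMSO final | incubation = 30 min reaction at room temperature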
# PPARg SRC-2 ag – agonists of PPARg-SRC-2 recruitment, primary screen, biochemical, HTS | PPARgamma LBD-SRC-2 recruitment | activation, % at 8 µM | 200,000 compounds, 0.34% hits | AID 1032, 2008; in the data active = activation above about 22%;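 note: 0% = vehicle and 100% = reference agonist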
# HMGR II inh – inhibitors of E. faecalis class II HMGR, primary screen, biochemical, Enterococcus faecalis; purified E. faecalis HMGR, NADPH absorbance 340 nm kinetic; inhibition, % at 10 µM; 190,000 compounds, 0.41% hits;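 active = inhibition above a set limit, the median over all tested compounds plus 3 SD, cut at about 9.5% in these data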;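 note: enzyme runs in reverse so mevalonate oxidation gives rising NADPH absorbance; 0% = complete reaction with DMSO and 100% = background rate lacking mevalonate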
# Numbers without * were called inactive; . = not tested or not shown; & = joins results of further samples.
Structure	PPARg SRC1 recr	Lmaj promast	SRC2 TRFRET art	S1P3 antag	RAM network inh	Redox H2O2 prof	PPARg SRC3 recr	ROMK mod	bIAP inhibitor	PPARg SRC-2 ag	HMGR II inh
CCc1ccc2nc(NC(=O)CCCc3cccs3)sc2c1	-1	-2	1396	.	4.5	0.2	-9	1.2	32	-4	-2
CCC(C)NC(=O)CO/N=C/c1ccccc1OC(F)F (stereo not drawn)	-4	-4	1409	7	1.1	-0.4	0	0.059	-4	-2	-3
Cc1c(S(=O)(=O)N2CCN(C(c3ccccc3)c3ccccc3)CC2)c(=O)n(C)c(=O)n1C	-1	-3	1377	.	0.0	-2.0	-2	.	-5	9	-5
CCCCC(=O)NNC(=S)NC(=O)c1ccc([N+](=O)[O-])cc1	3	-5	1686	-3	-0.3	1.1	-1	-0.051	-29	-6	-3
CCCOC(=O)CSC1=C(C#N)C(c2ccc3c(c2)OCO3)CC(=O)N1 (stereo not drawn)	3	39	1775	.	0.8	-0.8	1	-1.1	24	-2	0
O=C(N/N=C/c1cccs1)c1cncc(Br)c1	0	11	1639	-5	0.0	-1.5	-1	-0.016	1	-3	-9
O=C(/C=C/Nc1ccccc1F)c1ccc(Br)cc1	6	-4	1503	0	3.4	0.8	-1	0.04	12	-1	0
Cc1ccc(N=C(NOCc2ccc(Cl)cc2Cl)c2nonc2N)c(C)c1	6	98*	1417	.	13*	0.3	3	-1	.	3	3
Cc1ccc(CNC(=O)CN(c2cccc([N+](=O)[O-])c2)S(=O)(=O)c2ccccc2)cc1	3	97*	1458	-4	8.2	0.7	-3	-0.41	19	-7	0
COc1ccc2c(c1)nc(SCC(O)c1ccccc1)n2C (stereo not drawn)	10	-3	1496	8	0.2	-0.6	2	0.27	-2	2	-1
CCn1c(CSCc2ccc(Cl)cc2)n[nH]c1=S	3	-8	1692	-9	0.5	-1.8	3	-0.0099	40	8	0
CCn1c(SCC(=O)Nc2cc(C)on2)nnc1-c1cccnc1	-2	1	1631	8	0.4	2.5	0	-0.58	1	3	-6
O=c1cc2c(nn1Cc1ccccc1)-c1ccccc1CC2	19	18	1817	1	-1.1	-1.0	4	0.16	-6	12	-6
Cc1nc([N+](=O)[O-])cn1Cc1cccc([N+](=O)[O-])c1	2	-4	1520	-8	0.2	-1.0	1	.	12	1	1
O=C(NCCCN1CCOCC1)C1Cc2c(ccc3ccccc23)O1 (stereo not drawn)	9	69*	1678	-2	-0.3	-0.6	4	0.11	-15	-6	3
O=C1CC(N2CCSCC2)C(=O)N1c1cccc(Br)c1 (stereo not drawn)	9	-2	1830	-10	1.6	0.3	2	0.093	-9	5	-2
CCOC(=O)C1CCCN(c2cc(NCCCO)c([N+](=O)[O-])c3nonc23)C1 (stereo not drawn)	-3	3	1653	0	0.2	-0.6	2	0.15	13	2	-1
CCCN(CCC)C(C)C(=O)NCC1(c2ccccc2)CCCC1 (stereo not drawn)	2	11	1553	-5	2.8	-1.0	5	-0.89	8	0	-1
CC(Sc1nncn1-c1ccccc1)C(=O)Nc1cccc([N+](=O)[O-])c1 (stereo not drawn)	-4	-2	1427	2	1.0	-0.3	-3	0.021	7	12	-3
Cc1cc(C)c2nc(SCC(=O)N3CC(=O)Nc4ccccc43)c(C#N)cc2c1	-4	12	3300*	.	4.3	1.1	-2	.	-4	12	-1
O=C(CSc1nc2ccccc2[nH]1)Nc1nc(-c2ccccc2)c(-c2ccccc2)o1	-6	-7	1652	6	0.5	0.4	1	.	13	-6	2
COc1ccc(N2C(=O)CC(N3CCC(O)(c4ccc(Cl)cc4)CC3)C2=O)cc1 (stereo not drawn)	-2	0	1286	.	1.8	0.1	1	-0.14	14	-6	-3
COC(=O)CCCCC1SCC2NC(=O)NC21 (stereo not drawn)	0	-2	1556	-4	0.9	-0.2	1	0.2	-6	5	2
c1ccc(-c2noc(-c3cccc4ccccc34)n2)cc1	2	-7	1467	15	4.4	-1.5	-1	0.15	20	0	-2
CCOC(=O)c1[nH]c(C)c(C(=O)OCC(=O)N2c3ccccc3CC2C)c1C (stereo not drawn)	0	1	1441	.	2.4	-3.5	-4	.	-2	-3	-3
O=C(CCSc1ccccc1)N1CCN(C(=O)c2ccco2)CC1	-2	-3	1612	2	1.2	0.7	-3	0.075	-12	12	-1
COc1ccc(-c2[nH]ncc2C=O)cc1OC	5	-2	1556	-22	1.1	0.1	1	-0.32	-14	10	-3
CC1(C)CC(=O)C2=C(C1)N(c1ccccc1)C(=O)CC2c1ccc(O)cc1 (stereo not drawn)	5	-2	1502	-10	-0.1	-0.3	-4	.	-1	-7	2
Cc1cnn(C(=S)NCCc2ccccc2)c1	1	-4	1281	36	1.0	0.6	0	.	34	-12	0
CSc1nc(C)cc(C)c1C(N)=O	4	-2	1609	.	2.5	1.0	-8	0.53	12	2	7
CC(C)(C)c1cnnn1-c1ccc(NC(=O)c2ccc3c(c2)OCO3)cc1	2	4	1732	.	0.0	0.0	11	.	15	4	-3
Cc1c(C(=O)O)sc(=S)n1-c1ccccc1	3	5	1481	.	0.0	1.4	-9	0.31	0	-6	0
O=C(Nc1ccc(N2CCN(C(=O)c3ccccc3)CC2)cc1)c1ccc([N+](=O)[O-])o1	1	101*	1369	2	3.8	-0.6	-3	0.18	-11	-6	-2
COc1ccc(CC(=O)O)cc1O	-3	-3	1474	-8	0.0	1.1	0	.	3	0	3
COc1ccc(Cl)cc1C(=O)CSc1nnnn1C	10	-5	1626	-11	1.2	1.3	5	0.27	2	8	3
CC(C)CN1CCN(Cc2nc(C(C)C)cs2)CC1CCO (stereo not drawn)	2	7	1646	-12	2.3	-2.0	6	-0.049	7	-4	11*
COc1ccc(CCNC(=O)CSCc2ccc(F)cc2)cc1OC	-5	-4	1438	10	-0.6	0.4	1	.	35	3	-3
COc1ccc(OC)c(C(=O)c2ccc(C(=O)N3CCN(Cc4csc(C)n4)CC3)cc2)c1	5	-1	1549	-5	0.7	-1.9	2	-0.8	-6	2	-4
O=C(c1cccs1)N(c1cccc(Cl)c1)C1C=CS(=O)(=O)C1 (stereo not drawn)	6	-3	1674	5	3.1	0.3	3	0.44	-3	9	-2
COc1ccc(Nc2ccc(N3C(=O)CC(C)C3=O)cc2[N+](=O)[O-])cn1 (stereo not drawn)	4	-2	1415	-15	2.0	-0.6	2	-0.24	27	-4	-1
Cc1ccc(/C=N/n2c(-c3ccncc3)n[nH]c2=S)cc1	-6	6	1511	-5	-0.1	0.1	3	.	2	-3	3
COC(=O)Cc1c(C)nc2nc(NCc3ccccc3OC)[nH]n2c1=O	3	-7	1548	.	-0.7	1.0	14	.	1	6	-6
C=CCN(c1ccc(C(=O)Nc2ccc(NC(C)=O)cc2)cc1)S(C)(=O)=O	0	1	1584	2	3.4	0.4	-4	0.24	5	6	-2
Cc1ccccc1N1C(=S)NC2c3ccccc3OC1(C)C2C(=O)N(C)C (stereo not drawn)	11	1	1596	-2	0.5	-0.6	1	-6.8*	7	-5	-1
COc1ccc2nc(C)cc(SCC(=O)O)c2c1	-4&3	7&0	1330&1425	-9	0.1&0.0	-0.6&2.2	1&11	0.073	8&-1	-11&-10	1&-2
CCc1ccc(-n2c(=O)c3ccccc3n(CC(=O)NCc3ccco3)c2=O)cc1	5	-7	1735	-3	1.6	0.0	4	-0.17	-2	0	2
COC(=O)CCS(=O)(=O)c1ccc(Cl)cc1	-1	-3	1516	.	2.5	0.1	4	-0.066	2	2	1
CCNC(=S)Nc1ccc(S(=O)(=O)Nc2cc(C)nc(C)n2)cc1	-1	-7	1599	-8	0.5	-0.4	0	0.57	10	1	1
O=C(Cn1[nH]c(=O)c2ccccc2c1=O)OCC(=O)N1CCc2ccccc2C1	5	-5	1607	-12	0.4	-1.1	-5	.	2	1	-1
COc1ccc(CC/C(=N\O)C2(O)CCCCC2)cc1	1	6	1583	-4	1.3	1.8	1	.	14	1	-1
CN(C)/C=N/c1nc2nccc(-c3ccc(Cl)cc3)n2n1	-2	6	1668	0	-1.1	-0.5	3	-0.5	4	-2	-3
Cc1onc(-c2ccccc2)c1C(=O)N1CCN(C)CC1	2	-2	1451	.	2.6	0.0	6	-0.018	-6	7	-6
COc1cc(SC)ccc1C(=O)Nc1ccccc1	-7	-1	1285	.	3.8	0.1	8	-0.18	36	1	-1
COc1cccc(CNC(=O)CN2CCC(c3nc4ccc(C)cc4[nH]3)CC2)c1	4	-3	1606	-25	1.7	-0.2	2	0.29	-20	5	-4
CCc1ccc2c(CN3CCc4cc(OC)c(OC)cc4C3)cc(=O)oc2c1	-8	5	1512	-10	0.3	-0.6	-2	-1.1	4	-5	-6
O=C(O)/C=C/C(=O)NCCCc1ccccc1	4	-2	1569	-10	0.3	-0.8	-2	1.4	-20	1	1
Cc1cc(OCC(=O)Nc2ccc(F)c(F)c2)nc(C(C)C)n1	-2	-6	1296	.	0.3	-0.1	-10	0.32	34	3	1
Cc1ccccc1C(=O)NC(=S)Nc1ccc(N2CCOCC2)cc1	15	-2	1544	5	2.9	-0.3	7	0.56	-3	1	-1
COC(=O)c1c[nH]n2c(=O)cc(C)nc12	-8	-2	1387	.	1.4	2.1	-14	.	5	4	2
CCc1sc(NS(C)(=O)=O)nc1-c1ccccc1	4	-5	1432	-18	1.2	0.2	6	2.8*	8	-8	-3
Cc1ccc(CN2C(=O)CCC2C(=O)NCCN2CCOCC2)cc1 (stereo not drawn)	-6	2	1490	-15	0.5	0.0	3	0.27	0	-4	-1

# Exported field by field: entries from further up
COC(=O)CCS(=O)(=O)c1ccc(Cl)cc1
  PPARg SRC1 recr: -1
  Lmaj promast: -3
  SRC2 TRFRET art: 1516
  S1P3 antag: .
  RAM network inh: 2.5
  Redox H2O2 prof: 0.1
  PPARg SRC3 recr: 4
  ROMK mod: -0.066
  bIAP inhibitor: 2
  PPARg SRC-2 ag: 2
  HMGR II inh: 1
CCNC(=S)Nc1ccc(S(=O)(=O)Nc2cc(C)nc(C)n2)cc1
  PPARg SRC1 recr: -1
  Lmaj promast: -7
  SRC2 TRFRET art: 1599
  S1P3 antag: -8
  RAM network inh: 0.5
  Redox H2O2 prof: -0.4
  PPARg SRC3 recr: 0
  ROMK mod: 0.57
  bIAP inhibitor: 10
  PPARg SRC-2 ag: 1
  HMGR II inh: 1
